ADAM17 inh: ADAM17 inhibition, QFRET primary screen. recombinant ADAM17, EDANS/DABCYL FRET peptide cleavage. 0.83% of 370,000 active. inhibition, % at 6.95 µM. AID 720648;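 active means inhibition above the mean of compounds lying between control limits plus 3 SD, set per campaign, cut at about 8.5% in these data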;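 further: 0% = DMSO-only wells as the low control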
hgDAF12 agonist: activates the H. glycines DAF-12 receptor ligand-binding domain; HEK293 GAL4-hgDAF12 UAS-luciferase reporter, agonist luminescence; normalized to butyrate control; activation, % at 6.8 µM; 1.8% of 370,000 active;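 active means activation above a cutoff set at the mean of all screened compounds plus 3 SD, cut at about 10% in these data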;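 further: 0% = DMSO wells and 100% = sodium butyrate wells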
HGIII-sPLA2 inh: Blocks human group III sPLA2 activity. Q9NZ20. QFRET BODIPY PC-A2 liposome hydrolysis, fluorescence. inhibition, % at 12.2 µM. 0.56% of 370,000 active. AID 743126;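 active means inhibition above mean plus 3 SD of compounds lying within the high and low control bounds, cut at about 19% in these data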;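 further: 0% = median of test compound wells and 100% = no enzyme DMSO wells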
Target sequence (Q9NZ20 whole entry, looked up): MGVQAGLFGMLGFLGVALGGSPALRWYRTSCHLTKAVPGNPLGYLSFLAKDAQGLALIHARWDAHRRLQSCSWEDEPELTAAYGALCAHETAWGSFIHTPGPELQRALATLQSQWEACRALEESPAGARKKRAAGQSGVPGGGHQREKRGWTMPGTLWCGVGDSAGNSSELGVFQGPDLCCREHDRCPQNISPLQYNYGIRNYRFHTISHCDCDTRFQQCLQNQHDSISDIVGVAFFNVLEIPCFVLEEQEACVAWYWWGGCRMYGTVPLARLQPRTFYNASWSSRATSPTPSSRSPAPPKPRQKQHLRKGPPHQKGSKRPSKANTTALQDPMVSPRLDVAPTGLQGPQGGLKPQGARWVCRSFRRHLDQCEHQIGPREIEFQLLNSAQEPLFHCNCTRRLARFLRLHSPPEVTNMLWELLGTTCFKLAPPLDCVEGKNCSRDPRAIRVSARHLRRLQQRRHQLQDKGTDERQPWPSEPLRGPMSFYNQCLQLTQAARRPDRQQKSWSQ
PLCb3 inh: blocks human PLC-beta3 enzyme activity. AID 720704. 0.18% of 370,000 active. Purified PLC-beta3, fluorogenic substrate, fluorescence. inhibition, % at 12.2 µM. Q01970; in the data active means inhibition above about 11%;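 further: 0% = median of compound wells on plate and 100% = full blocker control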
DAX1 inh-1: DAX1 (NR0B1) inhibition, primary screen; HEK293T StAR-luciferase reporter, SF-1/DAX-1 repression relief; inhibition, % at 6.8 µM; 1.1% of 370,000 active; AID 652010;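 active means inhibition above the mean over all tested compounds plus 3 SD, cut at about 3.6% in these data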;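 further: 0% = DAX-1 cells with DMSO and 100% = cells lacking DAX-1 with DMSO; higher inhibition means more luminescence from relief of DAX-1 repression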
hcDAF12 agonist: H. contortus DAF-12 activation, primary screen. HEK293 hcDAF-12 lit1-tk-luc reporter, luminescence; 0% DMSO, 100% Δ7-dafachronic acid. activation, % at 6.8 µM. 1.4% of 370,000 active;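 active means activation above the mean of all tested compounds plus 3 SD, cut at about 5.5% in these data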;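 further: 100% = response to 3 µM Δ7-dafachronic acid high control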
ssDAF12 agonist: activators of S. stercoralis DAF-12 nuclear receptor | HEK293 ssDAF-12/GRIP1 lit1-tk-luc reporter, luminescence; % of 3 µM dafachronic acid response | activation, % at 6.8 µM | 1% of 370,000 active;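 active means activation above the mean over all tested compounds plus 3 SD, cut at about 0.9% in these data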;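 further: 0% = DMSO-only wells and 100% = 3 µM delta7-dafachronic acid wells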
PLC-gamma1 inh: inhibitors of human phospholipase C gamma1; AID 720700; 0.84% of 370,000 active; purified PLC-gamma1, fluorogenic substrate, fluorescence; P19174; inhibition, % at 12.2 µM; in the data active means inhibition above about 9.5%
GAA850 FXN act: increases GAA850 frataxin promoter reporter activity; HEK293 lucGAA850 FXN promoter luciferase reporter, 24 h; percent of 10 µM SAHA response; 0.56% of 360,000 active; activation, % at 6 µM;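 active means activation above the average of all compounds screened plus 3 SD, cutoff fixed separately per campaign, cut at about 7.5% in these data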;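 further: 0% = DMSO wells and 100% = 10 µM SAHA wells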
DAX1 inh-2: inhibits human nuclear receptor DAX1; AID 504766; HEK293 Gal4-DAX1 luciferase reporter, luminescence; P51843; 0.99% of 340,000 active; inhibition, % at 6.75 µM;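 active means inhibition above the mean over all tested compounds plus 3 SD, cut at about 4.2% in these data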;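 further: 0% = DAX1-transfected cells with DMSO and 100% = empty-vector control cells with DMSO; inhibition shows as a rise in luminescence from relieved DAX1 repression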
ADAM10 inh: inhibitors of human ADAM10; recombinant ADAM10, EDANS/DABCYL FRET peptide cleavage, 3 h; O14672; 0.62% of 370,000 active; inhibition, % at 7 µM; AID 720582;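 active means inhibition above a per-campaign cutoff equal to the mean of compounds falling between control-based bounds plus 3 SD, cut at about 20% in these data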;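 further: 0% = DMSO wells while the 100% control is not disclosed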
Target sequence (O14672 214-748 limits assumed): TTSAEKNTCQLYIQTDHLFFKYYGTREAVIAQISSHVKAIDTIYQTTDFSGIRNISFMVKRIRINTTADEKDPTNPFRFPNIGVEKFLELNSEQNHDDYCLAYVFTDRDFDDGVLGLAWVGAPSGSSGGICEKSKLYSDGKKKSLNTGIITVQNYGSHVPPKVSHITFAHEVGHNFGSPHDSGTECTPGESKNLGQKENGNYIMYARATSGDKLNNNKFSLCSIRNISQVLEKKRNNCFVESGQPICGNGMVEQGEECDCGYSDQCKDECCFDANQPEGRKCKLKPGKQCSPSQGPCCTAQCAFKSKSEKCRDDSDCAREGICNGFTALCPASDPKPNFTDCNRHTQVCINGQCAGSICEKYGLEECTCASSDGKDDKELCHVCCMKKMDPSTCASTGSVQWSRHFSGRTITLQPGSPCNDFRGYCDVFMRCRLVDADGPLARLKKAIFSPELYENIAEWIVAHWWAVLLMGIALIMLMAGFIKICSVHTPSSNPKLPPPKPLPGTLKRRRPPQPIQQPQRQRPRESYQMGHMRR
Numbers without * were called inactive; i = inactive; . = not tested or not shown. Compounds were not picked by outcome (roughly 6.9% active in at least one column).

SMILES	ADAM17 inh	hgDAF12 agonist	HGIII-sPLA2 inh	PLCb3 inh	DAX1 inh-1	hcDAF12 agonist	ssDAF12 agonist	PLC-gamma1 inh	GAA850 FXN act	DAX1 inh-2	ADAM10 inh
Cc1cccc(N2CCN(C(=O)CCS(=O)(=O)c3ccc(Br)cc3)CC2C)c1 (stereo unspecified)	1	-0.4	-7	4	-0.5	-0.3	-1.7	3	0.4	-0.6	7
CCn1c(SCC(=O)Nc2c(C#N)cnn2-c2ccccc2)nnc1-c1cccs1	2	-0.6	7	-6	-0.3	1.6	-1.0	-5	-0.9	.	-3
O=C(COc1ccc(F)cc1Cl)Nc1nnc(-c2ccc(F)c(F)c2)o1	1	7.3	-1	-6	.	1.9	-1.3	-6	.	.	10
Clc1cc2nc(-c3cccnc3Cl)[nH]c2cc1Cl	-16	11*	-10	-27	3.8*	6.2*	1.1*	-19	6.0	4.3*	-54
COC(=O)[C@]1(C#N)CC(=O)N(C(C)C)[C@@H]1c1ccccc1	1	7.1	4	2	0.9	0.1	-1.5	2	.	.	4
O=C(CN1CCN(C(=O)C2CCCO2)CC1)Nc1ccc(Br)cc1 (stereo unspecified)	-5	0.0	0	-9	-0.2	-1.0	-1.4	-1	1.9	0.2	0
O=c1c(-c2nn[nH]n2)coc2ccc(Cl)cc12	-4	1.4	2	1	0.6	0.0	-1.2	-1	0.2	-0.4	6
O/C(=C\c1ccc2ccccc2n1)c1ccc(O)cc1O	8	24*	-52	-63	5.3*	8.9*	1.4*	-33	4.7	-0.2	9
Cc1ccc(-c2cc(=O)[nH]c(NCc3ccccc3)n2)cc1	-31	-0.1	-27	-4	-0.6	-1.1	-1.8	4	0.7	-0.2	-74
CCCCC(c1nc2ccccc2[nH]1)N(C(=O)c1ccccc1)c1ccccc1[N+](=O)[O-] (stereo unspecified)	0	-2.1	-7	5	-0.7	-1.0	-1.1	3	.	.	6
O=C(Nc1cccc(Cl)c1)OC1CC2CC1[C@H]1CCCCN1[C@H]2Cc1ccccc1 (stereo partly specified)	-3	-4.3	-4	-5	-0.1	-1.1	-1.1	-19	.	.	-2
Cc1ccc(C(=O)N2CCN(c3ccc(NC(=O)c4cccnc4Cl)cc3)CC2)cc1	-3	-0.7	2	-7	-0.6	-3.2	-1.2	-3	1.8	-1.9	5

Quoted from the listing:
Value of Cc1cccc(N2CCN(C(=O)CCS(=O)(=O)c3ccc(Br)cc3)CC2C)c1 (stereo unspecified) in GAA850 FXN act: 0.4
Value of O/C(=C\c1ccc2ccccc2n1)c1ccc(O)cc1O in hgDAF12 agonist: 24*

Next section
SMILES	ADAM17 inh	hgDAF12 agonist	HGIII-sPLA2 inh	PLCb3 inh	DAX1 inh-1	hcDAF12 agonist	ssDAF12 agonist	PLC-gamma1 inh	GAA850 FXN act	DAX1 inh-2	ADAM10 inh
CC(C)CCN1CCC(CN2CCNC(=O)C2=O)CC1	3	0.8	0	2	-0.6	-1.4	-0.5	3	-0.2	1.2	-3
CCOc1ccc2cc(C(=O)c3ccccc3)c(=O)oc2c1	-3	3.4	5	1	0.9	0.7	-1.0	0	6.4	1.4	-9
COc1cc(C(=O)Nc2ccc(NC(=O)c3ccccc3Cl)nc2)cc(OC)c1OC	1	-3.3	-5	-5	-0.5	-3.5	-1.3	2	-0.9	-2.4	10
CN(C)S(=O)(=O)c1ccc(C(=O)/C=C/c2cccnc2)cc1	1	4.7	3	-7	0.0	-1.1	-0.6	0	1.5	-0.4	0
CC(=O)C1=CCC(c2ccccc2)N(S(=O)(=O)c2ccc(C)cc2)C1 (stereo unspecified)	-4	-0.3	5	-6	-2.1	-1.4	-0.8	0	.	.	-9
COc1ccc(N2CCN(C(=O)CSc3nc4c(c(=O)n(C)c(=O)n4C)n3C(C)C)CC2)cc1	-6	0.2	3	0	-0.5	-1.3	-2.0	1	-1.1	0.4	1
COc1ccc2ccccc2c1/C=N/NC(=S)NCCN1CCOCC1	1	0.6	14	-12	-2.7	-0.7	-1.4	-4	1.0	-1.9	4
CC(C)c1ccc(NC(=O)CNCC(c2ccccc2)N(C)C)cc1 (stereo unspecified)	-5	-0.1	14	-4	-0.1	-1.1	-0.7	1	0.2	0.2	-12
Cc1noc(/C=C/c2nn(C)cc2Cl)c1[N+](=O)[O-]	-1	1.1	-4	-2	0.5	0.7	-1.1	1	1.6	-1.1	2
COc1cc(/C=C/c2ccc(/C=C/c3cc(OC)c(OC)c(OC)c3)cc2)cc(OC)c1OC	-104	-3.8	-6	i	0.1	0.1	-0.7	-392	-0.2	-0.1	-373
COc1cc2c(c(O)c1OC)C1Cc3ccc(OC)c(OC)c3CN1CC2 (stereo unspecified)	-8	3.8	5	-25	-0.9	-1.8	-1.9	-21	-2.2	.	-37
COc1ccccc1CC(=O)Nc1ccc2c(c1)OC1(CCCC1)O2	6	7.7	-1	-3	1.8	0.0	-0.6	0	3.2	1.1	0
Cc1nc(N2CCN(C(=O)c3ccco3)CC2)nc2c1C(=O)CCC2	-7	1.5	5	-12	3.0	2.4	-0.8	2	4.2	1.3	-6
O=C(O)CCC(=O)N1CCc2cc(S(=O)(=O)NC3CCCC3)ccc21	0	-1.2	5	4	-0.3	-1.7	-1.9	1	-1.4	-0.1	0
O=S1(=O)N=C(Oc2cccc3ccccc23)c2ccccc21	-2	3.2	0	-9	-0.3	4.1	-0.3	-7	0.0	0.2	-15
C#CCOCCOCCOCCNc1nc(N2CCOCC2)nc(N2CCN(C(=O)[C@H](CCCCN)n3cc(CCC(=O)O)nn3)CC2)n1	-4	-1.4	2	2	-0.3	-0.8	-1.1	2	0.7	0.4	-5
O=C(O)CN1C(=O)/C(=C\c2cc(Br)ccc2OCc2ccc(F)cc2)SC1=S	2	-0.5	-37	-7	-0.2	-2.2	-1.2	1	1.3	1.6	6
COc1ccc(Cc2c(C)nc(N)nc2Cl)cc1	0	-1.4	2	-2	-0.3	-1.0	1.7*	0	4.0	0.2	7
CCN(CCCNC(=O)C1CCC(=O)N1C(C)C)c1cccc(C)c1 (stereo unspecified)	-3	-2.1	5	5	-0.1	-1.5	-1.6	1	-1.7	1.9	5
Cc1ccc(-c2cc(-c3ccco3)c(C#N)c(=O)[nH]2)cc1	-495	-0.7	-18	-410	-0.3	-1.4	-1.4	-394	0.4	-0.7	i
N#Cc1ccc(-c2ccccc2)nc1Sc1ccc(F)cc1	-6	-3.0	1	1	0.5	-0.4	-1.9	1	-0.1	1.0	-8
CC(=O)N=c1scc(-c2ccccc2)n1-c1cccc(O)c1	-2	0.0	-3	-8	-0.2	-2.1	-0.2	1	0.6	-1.0	4
CC(C)(C)N1CC(c2nc3ccccc3n2Cc2ccc(Cl)cc2)CC1=O (stereo unspecified)	-9	0.2	-12	-70	-0.8	-1.8	-1.6	-45	3.0	0.9	-26
CCC(NS(=O)(=O)c1cnn(CC)c1)c1ccccc1 (stereo unspecified)	2	-0.6	2	1	0.0	0.9	-0.6	8	0.2	0.3	-1
CSc1ncccc1C(=O)OCC(=O)N1CCCC1	-1	1.4	7	0	-0.9	-1.7	-1.2	-4	1.5	-0.1	-11
CCC(=O)Nc1cccc(NC(=O)COc2ccc(OC)cc2)c1	-4	0.2	4	1	0.4	0.3	-1.0	-5	-1.3	0.3	-3
Nc1nc(CSc2nnnn2-c2ccccc2)nc(Nc2ccccc2)n1	4	-0.5	-8	3	-2.7	-1.8	-1.7	0	0.9	.	3
NC(=O)[C@@H]1CCCNc2c(I)cc([N+](=O)[O-])cc2C(=O)N[C@@H](CO)C(=O)N[C@@H](Cc2ccc(O)cc2)C(=O)N1	0	-0.1	-5	3	0.1	-0.9	-1.3	3	0.8	0.6	3
Cc1cc(C(c2cc(C)c(N)c(C)c2)c2ccco2)cc(C)c1N	-1	0.2	10	-8	0.5	-0.1	-1.8	3	1.1	1.3	2
CCCCCCn1c(=O)n2n(c1=O)C[C@]1(OC(=O)Nc3cccs3)CN(S(=O)(=O)c3ccc(C)cc3)C[C@]1(O)C2	1	-0.1	-4	-1	-0.2	2.8	-0.5	-1	-2.8	-1.4	-3
CCOC(=O)c1c(NC(=O)CSc2ccccc2C(=O)O)sc(C)c1C	-3	2.8	-29	-21	-0.2	-0.9	-0.8	-7	1.6	0.2	1
O=C1CC(C(=O)N(c2ccc(F)cc2)C(C(=O)NC2CCCC2)c2ccccn2)CS1 (stereo unspecified)	0	0.5	2	5	0.0	0.2	-1.4	2	0.0	0.1	4
O=C(N/N=C/c1ccc(O)cc1)NC12CC3CC(CC(C3)C1)C2	0	-2.3	-31	-3	-0.2	-0.9	-1.2	0	2.8	-0.3	9
O=C(C=CC(=O)Nc1ccc(F)cc1F)Nc1ccc(F)cc1F	0	-0.3	4	2	0.4	1.2	-1.1	-30	.	.	-1
Cc1cc(C)c2c(CC(=O)NN(C)C)coc2c1	-6	-0.6	-2	-9	-0.1	-0.3	-1.1	-2	-0.6	0.0	-5
CN(C)c1cccc(/C=C2\CC3(OC(=O)C4CCCC4)CCCN2C3)c1 (stereo unspecified)	-6	-0.6	11	-13	-0.5	0.9	-1.3	-8	.	.	-27
CC(NC(=O)COC(=O)CN1C(=O)c2ccccc2C1=O)c1ccccc1 (stereo unspecified)	-7	-2.5	15	-13	0.0	1.2	-1.2	1	2.6	1.5	-23
CCC(C(=O)N1CCc2ccccc2C1)n1nc(C)n2c(cc3occc32)c1=O (stereo unspecified)	-4	2.6	-1	-3	0.6	-1.8	-0.6	-5	-3.2	0.1	-9
Cc1c(Cl)cccc1NC(=O)N1CCCN(c2nc(-c3ccccc3)ns2)CC1	1	-7.4	-4	-3	-2.0	-5.3	-2.2	-1	-0.8	-5.7	-1
O=C1NC(=O)C2C3c4ccccc4C(c4ccccc43)C12 (stereo unspecified)	-6	0.0	2	0	0.4	-0.1	-0.4	-1	0.2	1.6	4
FC(F)(F)c1cccc(OCCN2CCN(Cc3ccccc3)CC2)c1	-1	0.7	-4	2	0.2	-0.8	-0.8	1	0.1	-0.6	-1
CCCCN(C(=O)c1cccc(N2C(=O)c3ccccc3C2=O)c1)c1c(N)n(CCCC)c(=O)[nH]c1=O	-2	-0.7	4	-7	-0.6	-0.6	-1.1	3	-1.2	1.8	-9
CCCCCC(C)NC(=O)c1ccoc1C (stereo unspecified)	-4	-0.1	-1	2	-0.4	-1.3	-0.7	0	1.2	0.2	-7
O=C(Cn1cnc2c(nnn2-c2ccccc2)c1=O)N1CCC(Cc2ccccc2)CC1	1	-4.8	1	3	0.9	-2.0	-0.6	2	-0.3	0.5	4
COc1ccc(Cc2nc3ccc(C(=O)NCCn4cccn4)cc3o2)cc1	-1	1.8	-1	-6	-1.4	-1.6	-1.1	1	2.7	-0.2	-10
CCNC(=O)O/N=C1\CCCCC1c1ccc([N+](=O)[O-])cc1[N+](=O)[O-] (stereo unspecified)	2	-1.4	-9	-8	-0.5	1.9	-1.2	-2	-1.6	-0.5	3
CCC1=C(c2cc(OC)c(OC)c(OC)c2)C2(CCCC2)C(=O)O1	-4	0.8	-2	-10	-0.5	-1.2	-1.3	-8	0.8	0.9	2
